MEP2 TOR yeast – modulators of TOR pathway MEP2-GFP in S. cerevisiae | 330,000 compounds, 0.51% hits | S. cerevisiae MEP2-GFP strain, flow cytometry GFP, 3 h; 100% = DMSO control level | GFP response vs DMSO, % at 10 µM;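 active = GFP response versus DMSO above a set limit, roughly screen mean plus 3 SD, cut at about 180% in these data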;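 also: median GFP fluorescence of the barcode-gated MEP2-GFP cells per well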
AHR act – human AHR activation; activation, % at 5 µM; 320,000 compounds, 2.5% hits; AHR-responsive luciferase reporter cells, luminescence; in the data active = activation above about 47%;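 also: 0% = vehicle wells and 100% = reference agonist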
Target sequence (P35869 whole entry, looked up): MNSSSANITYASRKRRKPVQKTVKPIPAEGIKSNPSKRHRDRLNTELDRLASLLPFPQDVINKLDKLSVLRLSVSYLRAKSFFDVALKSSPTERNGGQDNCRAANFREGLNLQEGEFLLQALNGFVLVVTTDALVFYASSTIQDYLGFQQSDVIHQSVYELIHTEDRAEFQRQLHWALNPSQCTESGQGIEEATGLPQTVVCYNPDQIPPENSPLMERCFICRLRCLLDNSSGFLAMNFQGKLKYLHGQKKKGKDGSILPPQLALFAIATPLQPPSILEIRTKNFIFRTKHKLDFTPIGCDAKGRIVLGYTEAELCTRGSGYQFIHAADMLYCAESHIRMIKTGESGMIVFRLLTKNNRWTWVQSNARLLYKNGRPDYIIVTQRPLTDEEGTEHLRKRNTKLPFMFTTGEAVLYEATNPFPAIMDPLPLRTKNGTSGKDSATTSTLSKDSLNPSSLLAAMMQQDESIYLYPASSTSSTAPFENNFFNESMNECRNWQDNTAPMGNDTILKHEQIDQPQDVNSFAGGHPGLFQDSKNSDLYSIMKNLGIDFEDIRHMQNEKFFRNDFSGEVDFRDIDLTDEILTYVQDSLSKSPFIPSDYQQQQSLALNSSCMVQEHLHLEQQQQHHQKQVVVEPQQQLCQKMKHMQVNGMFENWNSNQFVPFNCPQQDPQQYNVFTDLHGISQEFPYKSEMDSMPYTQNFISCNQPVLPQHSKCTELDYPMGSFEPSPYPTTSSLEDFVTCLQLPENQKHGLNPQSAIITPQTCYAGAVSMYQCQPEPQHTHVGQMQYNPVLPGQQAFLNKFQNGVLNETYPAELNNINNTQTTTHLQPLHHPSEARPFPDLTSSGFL
Yeast superoxide – caloric restriction mimetics inhibiting age-related superoxide in yeast; S. cerevisiae aged cells, superoxide DHE fluorescence; hits give low values; superoxide response (% of plate mean), % at 10 µM; 330,000 compounds, 0.18% hits; AID 2690;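 active = superoxide response under a set limit, about three screen SD below normal, cut at about 65% in these data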;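 also: yeast aged for seven days with compound at 30 °C before DHE staining; 100% = average MFI of all compound-treated wells on the plate with controls excluded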
LAP4-GFP MLPCN – alters LAP4-GFP fluorescence in TOR pathway yeast screen; GFP response vs DMSO, % at 10 µM; 320,000 compounds, 0.34% hits; S. cerevisiae LAP4-GFP multiplex, flow cytometry GFP, 3 h; median GFP as percent of DMSO wells;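 active = GFP response vs DMSO above a set limit, about the screen mean plus 3 SD, cut at about 150% in these data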
AGP1-GFP MLPCN – yeast TOR pathway AGP1-GFP modulation. S. cerevisiae AGP1-GFP multiplex flow cytometry, 3 h; GFP as percent of DMSO wells. GFP response vs DMSO, % at 10 µM. 320,000 compounds, 0.02% hits. AID 2066;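 active = GFP response relative to DMSO above a set limit, near screen average plus 3 SD, cut at about 150% in these data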;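 also: median GFP channel fluorescence of the gated AGP1 strain per well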
CIT2-GFP yeast – alters CIT2-GFP fluorescence in TOR pathway yeast screen; S. cerevisiae CIT2-GFP strain, flow cytometry, 3 h; 100 means same as DMSO wells; GFP response vs DMSO, % at 10 µM; 320,000 compounds, 0.065% hits; AID 2029;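 active = GFP response relative to DMSO above a set limit, near the screen mean plus 3 SD, cut at about 150% in these data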;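 also: ratio of well median GFP fluorescence to mean of DMSO wells on the plate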
Efflux pump mplx – blocks antifungal efflux pumps in multiplex yeast assay | S. cerevisiae Candida pump triplex, Nile Red efflux | inhibition, % at 10 µM | 330,000 compounds, 0.44% hits | AID 485275;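 active = plate passing quality check with inhibition over a set limit, or well fluorescence over plate mean plus 4 SD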;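 also: Nile Red retained in pooled yeast measured as flow cytometry median fluorescence; 0% = buffer negative control and 100% = Enniatin B positive control; higher means more Nile Red kept so more efflux inhibition; some compounds called inactive have numbers as strong as hits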
RPL19A-GFP yeast – yeast TOR pathway RPL19A-GFP modulation | percent response vs DMSO, % at 10 µM | 330,000 compounds, 0.3% hits | S. cerevisiae RPL19A-GFP strain, flow cytometry, 3 h; hits give low values;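 active = percent response vs DMSO below 50%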;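 also: median channel GFP fluorescence of the barcoded RPL19A-GFP strain; ratio of sample median GFP to plate DMSO average so 100% = DMSO; lower means less RPL19A-GFP as with rapamycin TOR inhibition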
An asterisk follows results filed as active; · = no result given; [ ] = another dose, or the depositor's remark.

Below each compound – MEP2 TOR yeast, AHR act, Yeast superoxide, LAP4-GFP MLPCN, AGP1-GFP MLPCN, CIT2-GFP yeast, Efflux pump mplx, RPL19A-GFP yeast
Cn1cc([N+](=O)[O-])c(C(=O)NNC(=O)c2ccc([N+](=O)[O-])cc2)n1
 : 107, 0, 129, 96, 96, 101, 0.1, 96
Cc1ccc(-c2nn3c(C)nnc3c3ccccc23)cc1S(=O)(=O)N1CCN(CCO)CC1
 : 105, 0, 112, 103, 103, 101, 0.1, 98
Cc1noc(C)c1C(=O)Nc1ccc(C#N)cc1
 : 111[may fluoresce green], -1, 112, 101[may fluoresce green], 115[may fluoresce green], 149[may fluoresce green], 0.0, 94[may fluoresce green]
COc1ccc(C)cc1N(CC(=O)N1CCCCCC1)S(C)(=O)=O
 : 107, 1, 102, 102, 102, 98, 0.0, 104
CCC(C)NC(=O)CNC(=S)N(Cc1ccccc1)Cc1cccnc1 (stereo not drawn)
 : 102, -1, 94, 95, 103, 100, 0.1, 103
CC1CN(S(=O)(=O)c2ccc(C(=O)Nc3sccc3C(N)=O)cc2)CC(C)O1 (stereo not drawn)
 : 103, 0, 93, 93, 101, 99, -0.5, 105
COc1ccc(CCNS(=O)(=O)c2ccc3c(c2)CCN3C(=O)C2CC2)cc1OC
 : 96, 5, 106, 95, 100, 99, 0.2, 99
COc1ccc(C(=O)OCC(=O)N2CCCCCC2)cc1S(=O)(=O)N1CCOCC1
 : 96, -1, 92, 93, 96, 99, -0.1, 98
Cc1snc(SCC(=O)N/N=C(\N)COc2cccc(C(F)(F)F)c2)c1C#N
 : 103, 14, 101, 93, 93, 100, 0.1, 93
C#CCOCCOCCOCCNc1nc(N2CCN(C(=O)[C@H](Cc3cc4ccccc4[nH]3)n3cc([C@@H](N)CC(C)C)nn3)CC2)nc(N2CCN(C(=O)[C@H](Cc3cc4ccccc4[nH]3)n3cc([C@@H](N)CC(C)C)nn3)CC2)n1
 : 92, 4, 101, 148, 97, 131, 0.1, 102
c1ccc(C2Nc3cccc4cccc(c34)N2)cc1
 : 101, 30, 97, 96, 104, 104, -0.2, 98
CC(=O)NCCn1c(SCC(=O)Nc2ccc(C)cc2)nc2ccccc2c1=O
 : 103, 0, 88, 95, 103, 104, 0.0, 99
COc1cc(C(=O)N/C(=C\c2cn(C)c3ccccc23)C(=O)NCCCN2CCOCC2)cc(OC)c1OC
 : 94, 2, 99, 94, 103, 94, -0.1, 99
O=C(c1ccc(Cn2cc(Br)cn2)cc1)N1N=C(C(F)F)CC1(O)C(F)F (stereo not drawn)
 : 100, 11, 117, 104, 101, 103, 0.5, 103
CS(=O)(=O)N1CCc2cc(S(=O)(=O)NCCNS(=O)(=O)c3ccc4c(c3)CCN4S(C)(=O)=O)ccc21
 : 105, 0, 108, 104, 100, 103, 0.0, 97
O=C(Cc1cc(=O)[nH]c(=O)[nH]1)NCC1CCCO1 (stereo not drawn)
 : 106, 8, 107, 94, 98, 100, -0.1, 101
COc1cc([N+](=O)[O-])ccc1NC(=S)NC(=O)CC(C)(C)C
 : 102, 5, 104, 106, 111, 106, 0.0, 106
COc1ccc(-c2[nH]ncc2-c2ccc(Cl)cc2)c(O)c1
 : 83, 17, 124, 153*, 68, 91, 0.0, 77
COc1cc(OC)c(C(=O)NCC(c2cccs2)N(C)C)cc1OC (stereo not drawn)
 : 98, 3, 94, 103, 107, 101, -0.2, 102
CN(C(=O)CSc1nc(-c2ccccc2)cn1N)C(c1ccccc1)c1ccccc1
 : 106, 5, 115, 112, 108, 102, 0.1, 102
CSc1nc(-c2ccco2)nn1C(=O)c1ccc(C)cc1
 : 87, -2, 101, 144, 88, 86, 0.0, 94
CCOC(=O)CC(=O)CSc1ccc2nnc(-c3ccccc3)n2n1
 : 102, 3, 94, 90, 98, ·, 0.2, 100
CCN(c1ccccc1)S(=O)(=O)c1ccc2c(c1)CC(C)N2C(=O)C1CC1 (stereo not drawn)
 : 92, 2, 107, 95, 95, 99, 0.0, 96
CC(C)c1ccc(NC(=O)C2CCCN(S(=O)(=O)c3cccnc3)C2)cc1 (stereo not drawn)
 : 98, 7, 97, 94, 98, 109, 0.0, 101
N#C/C(=C\c1ccc(-c2nc3ccccc3s2)o1)C(N)=O
 : 88, 41, 123, 93, 97, 90, 0.1, 95
CCOC(=O)c1c(NC(=O)CSc2nnc(-c3c[nH]c4ccccc34)n2CCOC)sc2c1CCCC2
 : 101, 5, 110, 105, 109, 117, 0.0, 102
COc1ccc(C(=O)NNC2=CC(=O)CC(C)(C)C2)cc1
 : 109, 0, 109, 93, 95, 94, -0.1, 93
CS(=O)(=O)Nc1ccc(C(=O)Nc2ccc(S(=O)(=O)N3CCCCC3)cc2)cc1
 : 97, ·, 99, 70, 90, 103, 0.0, 108
CC(=O)Nc1ccc(NC(=O)C/C(C)=N/NC(=O)c2cccc3ccccc23)cc1
 : 107, 1, 88, 101, 108, 102, 0.2, 104
C/C(=N\NS(=O)(=O)c1ccc([N+](=O)[O-])cc1)c1ccc(NC(=O)c2ccco2)cc1
 : 154, 3, 116, 90, 75, 83, 0.2, 52
CN(C)C(=O)CN1CCN(Cc2cn(C)nc2-c2ccc3c(c2)OCCO3)CC1
 : 96, 1, 97, 104, 93, 101, -0.2, 93
CCCn1ncc(CN2CCC(CO)(Cc3ccc(OC)cc3)CC2)c1C
 : 97, 1, 118, 98, 98, 102, 0.3, 97
CCc1cc2c(-c3ccccc3)cc(=O)oc2cc1OC(C)C(=O)NCC1CCC(C(=O)O)CC1 (stereo not drawn)
 : 94, -1, 117, 105, 101, 100, 0.0, 99
Cc1nn(Cc2ccccc2)c(Cl)c1/C=C1\NC(=S)NC1=O
 : 95, 1, 96, 101, 97, 92, 0.2, 102
CC1(C)CCCC(C)(C)N1CC(O)COCCOc1ccc(Br)cc1 (stereo not drawn)
 : 103, 2, 89, 100, 99, 98, 0.2, 101
CCC1OC2(C)OC(=N)C1(C#N)C(C#N)(C#N)C2c1ccccc1 (stereo not drawn)
 : 113, 1, 93, 101, 90, 102, -0.3, 99
COc1ccccc1OCC(=O)NCC1CCCN(C(=O)c2ccccc2C(C)=O)C1 (stereo not drawn)
 : 103, -1, 82, 101, 103, 102, -0.1, 99
CCOC(=O)C(NCc1ccco1)(NC(=O)c1ccccc1)C(F)(F)F (stereo not drawn)
 : 101, 0, 95, 87, 95, ·, 0.0, 94
O=C(N/N=C/c1ccc(O)cc1)c1ccc(NC(=O)c2ccccc2Br)cc1
 : 95, 1, 107, 94, 93, 95, 0.4, 94
Cc1cc(C)cc(NC(=S)NC2CC3CCC(C2)N3Cc2ccco2)c1 (stereo not drawn)
 : 106, -2, 109, 103, 101, 99, 0.0, 100
CCCNc1nc(C)cc(-c2cc(C(=O)Nc3ccccc3)on2)n1
 : 94, 6, 103, 104, 89, 94, 0.1, 100
O=C(c1cccnc1)N1CCN(S(=O)(=O)c2ccc(F)cc2)CC1
 : 98, 2, 103, 109, 97, 98, -0.2, 98
CCOC(=O)N1CCC(NC(=O)CSCc2nc(-c3ccccc3Cl)oc2C)CC1
 : 93, 2, 89, 98, 97, 109, 0.1, 102
CN(C)S(=O)(=O)c1cccc(C(=O)Nc2ccccc2)c1
 : 102, 2, 106, 95, 98, 94, 0.0, 95
COC(=O)CN(c1c(C)cccc1C)S(C)(=O)=O
 : 111, 0, 119, 113, 111, 108, 0.2, 103
O=C(CN1C(=O)S/C(=C\c2cccs2)C1=O)Nc1ccc(O)cc1C(=O)O
 : 97, 0, 100, 90, 93, 94, -0.4, 99
CC1=CC2=NC(=O)/C(=C\c3cc(C)n(-c4ccccc4)c3C)C(=N)N2O1
 : 99, 18, 108, 96, 101, 97, -0.4, 106
COc1ccccc1C(=O)NC(=O)CSc1nncn1C
 : 98, -2, 103, 107, 111, 92, 0.0, 100
COc1ccccc1N1CC(C(=O)Nc2ccc3c(c2)OCO3)CC1=O (stereo not drawn)
 : 100, 2, 95, 100, 109, 103, 0.0, 96
S=C(NCCc1ccccc1)N1CCn2cccc2C1c1cccnc1 (stereo not drawn)
 : 108, 3, 99, 101, 99, 103, 0.2, 109
CCn1c(C)c(C)c2cc(C(=O)NCCCN3CCN(C)CC3)ccc21
 : 99, 3, 99, 98, 105, 105, -0.1, 100
CC(=NCCc1ccccc1)C1=C(O)CCC1=O
 : 101, 1, 119, 101, 96, 102, 0.0, 97
O=c1[nH]c2ccccc2nc1CCc1ccccc1
 : 102, 58*, 89, 98, 100, 104, -0.1, 100
C/C(=N\Nc1nc(N2CCOCC2)nc(N2CCOCC2)n1)c1cccc([N+](=O)[O-])c1
 : 104, 3, 105, 95, 94, 96, 0.0, 92
CC(=O)Nc1ccc(S(=O)(=O)Nc2cc([N+](=O)[O-])ccc2C)cc1
 : 100, 5, 109, 100, 100, 91, 0.0, 97
CC(C)Oc1ccc(C(=O)Nc2ccc(N(C)C)cc2)cc1
 : 106, 3, 98, 108, 98, 93, 0.0, 95
NC(=O)c1ccc(NC(=O)CN2CCN(c3ccc(Cl)cc3)CC2)cc1
 : 116, 2, 115, 93, 99, 106, 0.0, 107
COc1cccc(CN(C(=O)c2cnccn2)C(C(=O)NC2CCCCC2)c2cc(OC)c(OC)c(OC)c2)c1 (stereo not drawn)
 : 98, 1, 122, 96, 101, 103, -0.2, 105
Cc1ccc(NC(=O)CSc2nnc(Cc3cccn3C)n2-c2ccc(F)cc2)cc1
 : 111, 3, 117, 99, 104, 99, 0.1, 101
O=C(/C=C/Nc1ccc(F)c(Cl)c1)c1ccccc1
 : 106, 14, 93, 96, 98, 98, 0.4, 107
Cc1cc(C)cc(N(CCC#N)C(=O)COC(=O)C2CCN(S(=O)(=O)c3ccc(C)c(C)c3)CC2)c1
 : 95, 1, 90, 108, 106, 102, 0.1, 99
O=C(Nc1ccc(S(=O)(=O)N2CCCC2)cc1)c1ccc(OCC2CCCO2)cc1 (stereo not drawn)
 : 100, 5, 123, 107, 98, 95, 0.2, 99
Cc1ccccc1NC(=O)OCc1ccccc1
 : 90, -5, 94, 84, 96, 97, 0.1, 99

Two compounds drawn at random from those above:
Below each compound – MEP2 TOR yeast, AHR act, Yeast superoxide, LAP4-GFP MLPCN, AGP1-GFP MLPCN, CIT2-GFP yeast, Efflux pump mplx, RPL19A-GFP yeast
CCn1c(C)c(C)c2cc(C(=O)NCCCN3CCN(C)CC3)ccc21
 : 99, 3, 99, 98, 105, 105, -0.1, 100
COc1ccccc1N1CC(C(=O)Nc2ccc3c(c2)OCO3)CC1=O (stereo not drawn)
 : 100, 2, 95, 100, 109, 103, 0.0, 96

Assay outcomes as filed in PubChem.
